IDE exosite inh: exo-site inhibitors of human IDE, primary screen, biochemical, fluorescence anisotropy, probe displacement. 6.3% of 17,000 active. purified IDE, FL-6b probe fluorescence polarization; active compounds read low. Insulin-degrading enzyme (Homo sapiens), P14735. z-score at 20 µM;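 active = z-score of -3 or lower, meaning strong loss of probe binding signal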;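 also: His-tagged human IDE residues 42-1019 made in E. coli with 30 nM FL-6b probe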
Target sequence (P14735 42-1019 limits assumed): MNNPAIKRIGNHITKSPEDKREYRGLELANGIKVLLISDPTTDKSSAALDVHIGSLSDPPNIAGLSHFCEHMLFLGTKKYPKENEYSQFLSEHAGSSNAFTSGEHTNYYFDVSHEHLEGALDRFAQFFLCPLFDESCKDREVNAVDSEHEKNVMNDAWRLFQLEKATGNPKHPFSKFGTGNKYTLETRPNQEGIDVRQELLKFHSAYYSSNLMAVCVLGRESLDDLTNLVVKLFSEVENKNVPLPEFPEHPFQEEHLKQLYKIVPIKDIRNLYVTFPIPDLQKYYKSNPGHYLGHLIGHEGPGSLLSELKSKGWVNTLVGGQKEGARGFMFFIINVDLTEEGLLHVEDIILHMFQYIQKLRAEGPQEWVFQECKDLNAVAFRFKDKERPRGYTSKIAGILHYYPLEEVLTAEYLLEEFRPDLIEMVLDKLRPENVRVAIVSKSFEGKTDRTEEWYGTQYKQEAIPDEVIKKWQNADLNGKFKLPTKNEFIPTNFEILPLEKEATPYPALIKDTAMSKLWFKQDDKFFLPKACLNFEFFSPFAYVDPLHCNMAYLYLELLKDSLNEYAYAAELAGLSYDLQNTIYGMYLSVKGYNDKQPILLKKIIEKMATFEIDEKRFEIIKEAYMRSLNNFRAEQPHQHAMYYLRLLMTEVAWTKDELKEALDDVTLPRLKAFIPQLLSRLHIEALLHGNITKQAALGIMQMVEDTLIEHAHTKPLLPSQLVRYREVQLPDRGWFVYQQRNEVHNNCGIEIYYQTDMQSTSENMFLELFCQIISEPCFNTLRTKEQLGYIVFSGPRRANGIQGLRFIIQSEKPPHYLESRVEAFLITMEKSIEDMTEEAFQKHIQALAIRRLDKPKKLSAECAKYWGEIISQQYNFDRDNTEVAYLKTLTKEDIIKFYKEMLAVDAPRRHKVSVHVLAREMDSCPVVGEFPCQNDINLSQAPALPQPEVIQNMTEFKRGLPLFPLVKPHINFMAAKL
An asterisk follows results filed as active; & = joins results of further samples. An excerpt; count on the stated rates, not on these rows.

SMILES	IDE exosite inh
CN(C)CC#Cc1ccc([C@H]2[C@H](CO)N3CCCCN(CC4CCOCC4)C[C@@H]23)cc1	1.77
Cc1noc(C)c1NC(=O)Nc1ccc2c(c1)C(=O)N(C)[C@H]1CC[C@H](CC(=O)N[C@@H]3CCN(Cc4ccccc4)C3)O[C@H]1CO2	-0.799
O=C(C1CCC1)N1CC(=O)N2[C@H](C1)[C@H](c1ccc(C#CCc3ccccc3)cc1)[C@@H]2CO	-3.03*
CN(C)CC#Cc1ccc([C@@H]2[C@@H](CO)N3C(=O)CN(C(=O)c4ccc(F)cc4)C[C@@H]23)cc1	0.554
CCc1csc(N2[C@@H](C#N)[C@@H](c3ccc(-c4cccc(F)c4)cc3)[C@@H]2CO)n1	2.19
O=C(C[C@@H]1C=C[C@@H](NC(=O)CCN2CCCCC2)[C@@H](CO)O1)Nc1nccs1	-0.201
O=C(CN1CCOCC1)N1CC[C@@H]2[C@H]1c1cc(Br)ccc1N[C@@H]2CO	1.79
Cc1noc(C)c1S(=O)(=O)N(C)C[C@H]1OCCCC[C@@H](C)Oc2ccc(NS(=O)(=O)c3cn(C)cn3)cc2C(=O)N([C@@H](C)CO)C[C@H]1C	-0.515
CCS(=O)(=O)N1CC(=O)N2[C@H](CO)[C@H](c3ccc(-c4ccc(F)cc4)cc3)[C@@H]2C1	2.46
CC(C)NC(=O)Nc1cccc2c1O[C@H](CN(C)C(=O)Nc1ccccc1)[C@@H](C)CN([C@H](C)CO)C2=O	-0.896
CC(C)C#Cc1ccc([C@@H]2[C@@H](CO)N3C(=O)CN(C(=O)c4ccccn4)C[C@H]23)cc1	2.73
CC(=O)N1[C@H](CO)[C@H](c2ccccc2)[C@H]1CNC(=O)c1ccncc1	3.02
COCC#Cc1ccc([C@H]2[C@@H](CO)N3CCCCN(S(=O)(=O)c4ccccc4F)C[C@H]23)cc1	0.247
CO[C@H]1CN(C)C(=O)c2cccc(C#N)c2OCC[C@H]2CC[C@H](OC)[C@@H](CN(C)C(=O)[C@H]1C)O2	-0.77
CCN(C[C@@H]1[C@@H](c2ccccc2)[C@H](CO)N1C(C)=O)C(=O)c1ccccn1	2.89
N#C[C@@H]1[C@@H](c2ccc(C#Cc3cccnc3)cc2)[C@@H](CO)N1C(=O)C1CC1	1.59
O=C(C1CCOCC1)N1CC(=O)N2[C@H](CO)[C@@H](c3ccc(-c4cccnc4)cc3)[C@@H]2C1	-0.961
CO[C@H]1CN(C)C(=O)c2cc(NC(=O)Nc3ccccc3F)ccc2OC[C@@H](C)N(CCC(F)(F)F)C[C@@H]1C	-1.4
COc1ccccc1CN1[C@@H]2CN(C(=O)C3CCOCC3)c3ccccc3[C@@H]2[C@@H]1CO	2.47
COc1ccc(C#Cc2ccc([C@H]3[C@@H](CO)N4CCCCN(S(=O)(=O)c5ccccc5)C[C@H]34)cc2)cc1	-1.2

Pulled by structure from above, five records:
SMILES	IDE exosite inh
CO[C@H]1CN(C)C(=O)c2cc(NC(=O)Nc3ccccc3F)ccc2OC[C@@H](C)N(CCC(F)(F)F)C[C@@H]1C	-1.4
Cc1noc(C)c1S(=O)(=O)N(C)C[C@H]1OCCCC[C@@H](C)Oc2ccc(NS(=O)(=O)c3cn(C)cn3)cc2C(=O)N([C@@H](C)CO)C[C@H]1C	-0.515
O=C(C1CCC1)N1CC(=O)N2[C@H](C1)[C@H](c1ccc(C#CCc3ccccc3)cc1)[C@@H]2CO	-3.03*
CC(C)NC(=O)Nc1cccc2c1O[C@H](CN(C)C(=O)Nc1ccccc1)[C@@H](C)CN([C@H](C)CO)C2=O	-0.896
N#C[C@@H]1[C@@H](c2ccc(C#Cc3cccnc3)cc2)[C@@H](CO)N1C(=O)C1CC1	1.59

(next part)
SMILES	IDE exosite inh
Cc1ccc(S(=O)(=O)Nc2ccc3c(c2)C(=O)N([C@H](C)CO)C[C@@H](C)[C@@H](CN(C)S(=O)(=O)c2cccs2)OCCCC[C@H](C)O3)cc1	-0.269
O=S(=O)(c1cccs1)N1CCCCN2[C@H](C1)[C@H](c1ccc(/C=C/c3ccccc3)cc1)[C@@H]2CO	-0.702
O=C(c1ccc2c(c1)OCO2)N1CCCCN2[C@H](CO)[C@@H](c3ccc(-c4ccccc4)cc3)[C@H]2C1	1.05
CCC(=O)N1[C@@H](CO)[C@@H](c2ccccc2)C12CN(C(=O)Nc1ccccc1F)C2	-0.887
COc1ccc2c3c([nH]c2c1)[C@@H](CO)N(C(=O)CC1CC1)CC31CCN(C(=O)c2ccccc2)CC1	-1.14
O=C(C[C@@H]1CC[C@H]2NC[C@H](O)COC[C@@H]2O1)N1CCc2ccccc2C1	1.28
N#C[C@@H]1[C@H](c2ccccc2-c2ccccc2F)[C@H](CO)N1C(=O)Cc1ccccc1	-1.65
O=S(=O)(c1ccccc1F)N1[C@@H]2CNC[C@H]1C2c1ccc(-c2cccnc2)cc1 (stereo partly drawn)	-0.998&1.21
CNC(=O)C[C@@H]1CC[C@H]2[C@H](COc3ccc(NS(=O)(=O)c4ccc(F)cc4)cc3C(=O)N2C)O1	-2.58
O=C1CN(Cc2ccc(F)cc2)C[C@H]2[C@@H](c3ccc(-c4cccnc4)cc3)[C@H](CO)N12	0.496
Cc1ccccc1S(=O)(=O)Nc1ccc2c(c1)C(=O)N(C)[C@H]1CC[C@H](CC(=O)O)O[C@@H]1CO2	-1.07
OC[C@@H]1[C@H](c2ccc(C#CC3(O)CCCC3)cc2)[C@@H]2CN(Cc3cccnc3)CCCCN12	5.06
CN(C)CC(=O)N1[C@H](C#N)[C@@H](c2ccc(C#CC3CC3)cc2)[C@H]1CO	2.63
Cc1cccc(-c2ccc([C@@H]3[C@@H](CO)N4CCCCN(S(=O)(=O)c5ccccc5C)C[C@@H]34)cc2)c1	-20.3*
CC1C=NC(S(=O)(=O)N2CC[C@@H]3[C@H](CO)N(C)c4ccc(C5=CCCCC5)cc4[C@@H]32)=N1 (stereo partly drawn)	-0.0272
COc1ccc2c3c(n(C)c2c1)[C@H](CO)N(C(=O)c1ccc(F)cc1)CC31CCN(C)CC1	0.0279
CCC(=O)N(C)C[C@@H]1[C@@H](c2ccc(-c3cccnc3)cc2)[C@H](CO)N1C(C)=O	0.0849
COc1ccc(C#Cc2ccc([C@@H]3[C@H](CO)N4C(=O)CN(C(=O)c5ccncc5)C[C@@H]34)cc2)cc1	3.35
Cc1ccccc1S(=O)(=O)N1CCCCN2[C@@H](CO)[C@@H](c3ccc(-c4cncnc4)cc3)[C@@H]2C1	-4.33*
CN1c2ccc(C3=CCCCC3)cc2[C@@H]2[C@@H](CCN2C(=O)C2CCOCC2)[C@H]1CO	-1.21
COCC(=O)N1[C@H](CO)[C@@H](c2ccccc2-c2ccccc2F)[C@@H]1C#N	0.0351
CCCNC(=O)N1CC2(CN(CC3CCCCC3)C2)c2c(n(C)c3cc(OC)ccc23)[C@@H]1CO	-0.00836
O=C(C[C@H]1CC[C@@H]2[C@H](COC[C@@H](O)CN2C(=O)c2cnccn2)O1)NCc1ccc(Cl)cc1	-1.29
OC[C@@H]1[C@@H](c2ccc(Br)cc2)[C@@H]2CN(Cc3cncnc3)CCCCN12	3.92
N#C[C@H]1[C@@H](c2ccc(C3=CCCCC3)cc2)[C@H](CO)N1C(=O)NC1CCCC1	5.49
CC(C)NC(=O)N1[C@H](CO)[C@@H](c2ccccc2)[C@H]1CN(C)C(=O)c1cccnc1	-0.464
N#C[C@@H]1[C@H](c2ccccc2C2=CCCC2)[C@H](CO)N1C(=O)Cc1ccncc1	0.406
O=C(Nc1ccccc1F)N1CCCCN2[C@H](CO)[C@H](c3ccc(C#Cc4ccccc4)cc3)[C@H]2C1	-1.97
C[C@@H](NC(=O)C[C@@H]1CC[C@H]2[C@@H](COC[C@H](O)CN2Cc2ccc(C(F)(F)F)cc2)O1)c1ccccc1	-0.24
OC[C@H]1[C@@H](c2ccccc2)C2(CN(Cc3nccs3)C2)N1Cc1cc(F)ccc1F	1.35
CN1CCN(C(=O)C[C@@H]2CC[C@H]3[C@H](COc4ccc(NC(=O)c5cccs5)cc4C(=O)N3C)O2)CC1	0.268
COc1ccc2c3c([nH]c2c1)[C@@H](CO)N(C)CC31CCN(S(=O)(=O)c2ccc(C)cc2)CC1	0.108
CCCC#Cc1ccc([C@@H]2[C@@H](CO)N(C(=O)C3CCOCC3)[C@H]2C#N)cc1	0.375
COCC(=O)N1CCCCN2[C@H](CO)[C@H](c3ccc(-c4ccc(C)cc4)cc3)[C@@H]2C1	1.92
CCCC#Cc1cnc2c(c1)C(=O)N([C@@H](C)CO)C[C@@H](C)[C@@H](CN(C)C(=O)Nc1cc(F)ccc1F)O2	-0.0439
N#C[C@H]1[C@H](c2ccc(C#Cc3ccc(F)cc3)cc2)[C@H](CO)N1C(=O)Nc1ccc(F)cc1	3.18
CCCC#Cc1ccc([C@@H]2[C@@H](CO)N3CCCCN(CCC)C[C@@H]23)cc1	-2.43
CO[C@@H]1CC[C@H]2CCN(C)C(=O)[C@H](C)CN(C)C(=O)c3cc(C#N)ccc3OC[C@@H]1O2	1.02
CC(=O)N1CC(=O)N2[C@H](C1)[C@@H](c1ccc(-c3ccc(C(=O)N(C)C)cc3)cc1)[C@@H]2CO	1.2
COc1ccc(NC(=O)N[C@H]2CC[C@H](CCNC(=O)CN3CCOCC3)O[C@H]2CO)cc1	-0.414

The last 4 compounds of the part above lead into the next.
SMILES	IDE exosite inh
CCCC#Cc1ccc([C@@H]2[C@@H](CO)N3CCCCN(CCC)C[C@@H]23)cc1	-2.43
CO[C@@H]1CC[C@H]2CCN(C)C(=O)[C@H](C)CN(C)C(=O)c3cc(C#N)ccc3OC[C@@H]1O2	1.02
CC(=O)N1CC(=O)N2[C@H](C1)[C@@H](c1ccc(-c3ccc(C(=O)N(C)C)cc3)cc1)[C@@H]2CO	1.2
COc1ccc(NC(=O)N[C@H]2CC[C@H](CCNC(=O)CN3CCOCC3)O[C@H]2CO)cc1	-0.414
CCC(=O)N1[C@@H]2c3ccc(-c4ccc(F)cc4)c(=O)n3C[C@@H]2[C@@H](CO)[C@@H]1C(=O)N(C)C	0.114
COc1ccc(NC(=O)N2CCCCN3[C@H](CO)[C@H](c4ccc(C5=CCCCC5)cc4)[C@@H]3C2)cc1	1.54
N#C[C@H]1[C@H](c2ccc(-c3ccccc3F)cc2)[C@@H](CO)N1C(=O)C1CCOCC1	-2.7
CN1C[C@@H]2[C@H](c3ccccc31)[C@H](CO)N2S(=O)(=O)c1ccccc1	2.76
COCC(=O)Nc1ccc2c(c1)C(=O)N(C)C[C@@H](OC)[C@@H](C)CN(C(=O)c1ccncc1)[C@@H](C)CO2	1.43
N#C[C@@H]1[C@H](c2ccccc2-c2ccccc2F)[C@H](CO)N1C(=O)C1CCC1	-0.706
C[C@@H]1CCCCO[C@H](CN(C)Cc2ccc3c(c2)OCO3)[C@H](C)CN([C@@H](C)CO)C(=O)c2cc(NS(=O)(=O)c3cn(C)cn3)ccc2O1	0.35
C/C=C/c1ccc([C@@H]2[C@@H](CO)N3C(=O)CN(C(=O)NC4CCCC4)C[C@@H]23)cc1	-3.19*
COCCN(C[C@@H]1[C@@H](c2ccccc2)[C@H](CO)N1C(=O)C1CCC1)C(C)=O	2.59
CCCC(=O)Nc1ccc2c(c1)C(=O)N(C)[C@H]1CC[C@H](CC(=O)N3CCCCC3)O[C@H]1CO2	-0.591
N#C[C@H]1[C@H](c2ccc(-c3ccccc3F)cc2)[C@H](CO)N1C(=O)C1CCC1	-3.1*
COCC(=O)Nc1ccc2c(c1)[C@@H]1C[C@@H](CC(=O)NCc3ccc4c(c3)OCO4)O[C@H](CO)[C@@H]1O2	-0.121
O=C(Cc1ccccc1)N1CC(=O)N2[C@H](C1)[C@H](c1ccc(-c3cccc(F)c3)cc1)[C@@H]2CO	2.56
O=C(Nc1ccc(F)cc1)N1CCCCN2[C@@H](CO)[C@@H](c3ccc(-c4cccc(F)c4)cc3)[C@@H]2C1	-0.456
COc1ccc2c3c([nH]c2c1)[C@H](CO)N(C(=O)CC1CC1)CC31CCN(Cc2ccncc2)CC1	0.897
CCCN1C[C@H](C)[C@@H](OC)CN(C)C(=O)c2cc(NS(=O)(=O)c3ccccc3)ccc2OC[C@H]1C	0.522
COc1ccc(C#Cc2ccc([C@@H]3[C@@H](CO)N4CCCCN(S(=O)(=O)c5cn(C)cn5)C[C@@H]34)cc2)cc1	1.48
CS(=O)(=O)N1[C@H](C#N)[C@H](c2ccccc2-c2ccc(F)cc2)[C@@H]1CO	0.133
COc1cccc(C#Cc2ccc([C@@H]3[C@@H](C#N)N(C(=O)C4CC4)[C@H]3CO)cc2)c1	2.36
N#C[C@H]1[C@@H](c2ccc(C3=CCCC3)cc2)[C@H](CO)N1C(=O)NC1CCCCC1	2.16
CCCNC(=O)N1[C@@H]2Cn3c(ccc(-c4ccc(OC)cc4)c3=O)[C@H]1[C@@H](C(=O)NC1CCC1)[C@@H]2CO	-0.305
Cn1cnc(S(=O)(=O)N2CCCCN3[C@H](C2)[C@@H](c2ccc(C#CC4CCCC4)cc2)[C@@H]3CO)c1	1.21
CCS(=O)(=O)N(C)C[C@@H]1N[C@H](CO)[C@@H]1c1ccc(C#CC2CC2)cc1	-0.239
N#C[C@@H]1N[C@H](CO)[C@H]1c1ccc(-c2cccc(F)c2)cc1	-1.46
CCS(=O)(=O)N1CC2(CN(C(=O)Nc3c(C)noc3C)[C@@H](CO)c3[nH]c4cc(OC)ccc4c32)C1	-0.0808
CCC(=O)N1[C@H](CO)[C@H](c2ccccc2)[C@H]1CN(CC)C(=O)c1cccc(F)c1	-2.28
COc1ccccc1NC(=O)N1CC(=O)N2[C@H](CO)[C@@H](c3ccc(-c4cccc(C)c4)cc3)[C@H]2C1	-0.507
O=C(Nc1ccc(C(F)(F)F)cc1)Nc1ccc2c(c1)[C@@H]1C[C@H](CC(=O)N3CCc4ccccc4C3)O[C@H](CO)[C@@H]1O2	-0.362
C[C@H](CO)N1C[C@H](C)[C@@H](CN(C)Cc2ccncc2)OCCCC[C@H](C)Oc2ccc(NS(=O)(=O)c3ccc(Cl)cc3)cc2C1=O	0.692

Screens (PubChem BioAssay)
